Bioassay records (PubChem)
Tn7 DDE FP – inhibitors of Tn7 peptide binding to human fibrin DD(E) | P02675 | AID 720508 | FP displacement of FITC-Tn7 peptide from fibrin DD(E); 0% = median of compound wells per plate | hit rate 0.13% among 370,000 | inhibition, % at 8.3 µM;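 active = inhibition above the mean of compounds falling within the control limits plus 3 SD of them, cut at about 14% in these data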;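 note: 0% = plate median of compound wells and 100% = 10 µM Aha-Tn7 peptide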
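Assay system: Human fibrin DD(E) protein | Medium: Tris buffer with calcium and detergent, pH 7.8 | Reagent: 0.1 µM fluorescent Tn7 | Compound dosing: Single point at 8.3 µM | Times: 10 min preincubation, 3 h with tracer, room temperature | Detection: Fluorescence polarization of the labelled Tn7 tracer | Controls: Aha-Tn7 high control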
PRMT1 FP inh – blocks human protein arginine methyltransferase 1; recombinant PRMT1, activity-based probe fluorescence polarization; hit rate 1.3% among 370,000; Q99873; inhibition, % at 2.79 µM;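 active = inhibition above about 21% made by adding two undisclosed values, limit read from the data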
Target sequence (Q99873 whole entry, looked up): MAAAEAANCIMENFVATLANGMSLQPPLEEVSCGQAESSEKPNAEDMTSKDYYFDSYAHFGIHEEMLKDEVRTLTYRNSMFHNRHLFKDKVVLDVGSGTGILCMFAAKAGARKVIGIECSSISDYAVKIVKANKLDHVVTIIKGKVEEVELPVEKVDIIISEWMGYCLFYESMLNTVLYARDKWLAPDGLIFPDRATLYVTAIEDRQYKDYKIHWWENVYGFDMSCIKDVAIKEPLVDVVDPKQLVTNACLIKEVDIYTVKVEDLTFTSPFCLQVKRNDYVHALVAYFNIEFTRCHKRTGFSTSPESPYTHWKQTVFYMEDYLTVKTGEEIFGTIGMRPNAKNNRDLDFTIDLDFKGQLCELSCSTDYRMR
UHRF1 MBD2 ctr – human UHRF1 methylated DNA binding inhibitors | Q96T88 | UHRF1 binding to methylated oligo, TR-FRET | inhibition, % at 4.4 µM | hit rate 0.75% among 370,000 | AID 687016; in the data active = inhibition above about 21%;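 note: UHRF1 SRA domain binding a hemimethylated CpG hairpin DNA probe; 0% = median of test compound wells and 100% = reference inhibitor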
HTRA1 inhibitor – HTRA1 (human) protease inhibition; Q92743; recombinant HTRA1, FP-rhodamine activity-based probe, fluorescence polarization; inhibition, % at 5.96 µM; hit rate 0.5% among 340,000; AID 504803; in the data active = inhibition above about 36%;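 note: 0% = enzyme with DMSO and 100% = wells lacking enzyme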
TCR-CD3 inh – human TCR-CD3 binding inhibition | TAMRA-labeled TCR probe fluorescence, biochemical | inhibition, % at 9.4 µM | hit rate 0.37% among 360,000 | AID 651800; in the data active = inhibition above about 19%;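 note: recombinant mutant TCR 2C K166C tagged with TAMRA read by polarization; 0% = receptor in buffer alone and 100% = receptor with positive control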
PG9 binder – binds the HIV-1 gp120 antibody PG9; hit rate 0.43% among 360,000; AID 624416; inhibition, % at 6.7 µM; TR-FRET gp120-PG9 antibody binding; in the data active = inhibition above about 8.5%
LEDGF integ inh – blocks HIV-1 LEDGF/p75-dependent DNA integration | TR-FRET IN-LEDGF/p75 DNA integration, Eu/Cy5 | inhibition, % at 3.7 µM | hit rate 0.64% among 370,000;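 active = inhibition above the screen-wide mean plus 3 SD, cut at about 13% in these data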;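 note: signal is the Cy5 over europium emission ratio at 671 and 618 nm; 0% = plate median of compound wells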
mABHD4 FP – inhibitors of mouse ABHD4 | purified mABHD4, FP-Rh probe fluorescence polarization | hit rate 0.54% among 370,000 | Q8VD66 | AID 720543 | inhibition, % at 8.92 µM;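 active = inhibition exceeding the mean over every tested compound plus 3 SD, cut at about 30% in these data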;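 note: 0% = plate median of compound wells and 100% = S159A mutant with DMSO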
Target sequence (Q8VD66 whole entry, looked up): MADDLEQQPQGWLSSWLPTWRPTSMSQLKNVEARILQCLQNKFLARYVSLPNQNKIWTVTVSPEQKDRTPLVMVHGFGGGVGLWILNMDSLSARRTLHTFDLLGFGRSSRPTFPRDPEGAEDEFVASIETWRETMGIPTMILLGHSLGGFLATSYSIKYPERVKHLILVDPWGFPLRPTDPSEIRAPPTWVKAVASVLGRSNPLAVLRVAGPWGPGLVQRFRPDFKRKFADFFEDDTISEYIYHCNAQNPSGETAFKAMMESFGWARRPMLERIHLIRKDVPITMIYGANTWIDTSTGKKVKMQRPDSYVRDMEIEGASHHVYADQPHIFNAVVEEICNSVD
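Material: mouse ABHD4 enzyme, wild type; Benchmarks: S159A mutant high control, sample median low control; Buffer or medium: HEPES pH 7.0, NaCl, Pluronic buffer; Signal: fluorescence polarization; Read-out: percent inhibition of probe binding, normalized to plate controls; Timing: pre-incubation 45 min, probe exposure 60 min, at 25 °C; Dosing: 8.92 µM, single dose.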
TDP2 absorb – blocks human TDP2 phosphodiesterase activity | O95551 | recombinant TDP2, T5PNP hydrolysis, p-nitrophenol absorbance 415 nm | inhibition, % at 12.8 µM | hit rate 0.34% among 370,000;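 active = inhibition above the mean of all tested compounds plus 3 SD, set per campaign, cut at about 25% in these data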;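 note: 0% = DMSO with enzyme and 100% = buffer with substrate but no TDP2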
Target sequence (O95551 whole entry, looked up): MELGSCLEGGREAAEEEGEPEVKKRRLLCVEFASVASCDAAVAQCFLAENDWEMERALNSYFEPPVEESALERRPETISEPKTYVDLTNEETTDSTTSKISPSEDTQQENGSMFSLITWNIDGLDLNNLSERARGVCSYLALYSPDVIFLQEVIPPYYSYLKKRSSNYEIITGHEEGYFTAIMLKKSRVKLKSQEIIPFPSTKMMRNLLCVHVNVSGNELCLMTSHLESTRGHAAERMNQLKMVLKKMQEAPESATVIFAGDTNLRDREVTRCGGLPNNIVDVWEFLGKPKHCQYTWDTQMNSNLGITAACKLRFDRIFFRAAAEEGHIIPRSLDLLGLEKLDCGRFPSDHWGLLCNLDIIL
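Test system: Human TDP2 enzyme | Reagent: 5 mM T5PNP | Compound dosing: 12.8 µM single point, 1% DMSO | Incubation: Enzyme reaction with compound for 2 h at 37 °C | Technique: p-Nitrophenol epi absorbance | Read-out: % inhibition relative to enzyme-containing and enzyme-free wells | Benchmarks: High control without enzyme, low control DMSO plus TDP2 | Replicates: Singlicate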
SIAE primary – inhibitors of human sialic acid acetylesterase SIAE; SIAE FP-Rh probe binding, fluorescence polarization; inhibition, % at 9.66 µM; hit rate 0.69% among 370,000; AID 1053197;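 active = inhibition above a cutoff: mean of compounds within the control limits plus 3 SD of those, cut at about 17% in these data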;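 note: 0% = plate median of compound wells and 100% = probe without SIAE protein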
Starred values were filed as active, the others as inactive; . = no result given.

Start of the data: the first 7 records (preview)
1. COc1ccccc1CNC(=O)c1cn(C)c(=O)c2cc(OC)c(OC)cc12
2. COc1ccccc1N1CCN(C(=O)c2cc(-c3ccco3)on2)CC1
3. CCOc1ccccc1NC(=O)C1CCCN(S(=O)(=O)c2ccc(-n3cnnn3)cc2)C1 (configuration not stated)
4. CN1CCN(C(=O)/C(=C/c2cccnc2)NC(=O)c2cccc(Br)c2)CC1
5. COc1cccc(CN2CCNC(=O)C2CC(=O)NCc2cc(C(C)C)no2)c1 (configuration not stated)
6. O=C(c1ccc(F)cc1)N1CCCCC(Sc2nnc3ccccn23)C1=O (configuration not stated)
7. CCOC(=O)c1nnn(-c2ccc([N+](=O)[O-])cc2)c1C
compound no. | 1 | 2 | 3 | 4 | 5 | 6 | 7
Tn7 DDE FP | 9 | -5 | -5 | 7 | 4 | -1 | -1
PRMT1 FP inh | -2 | 4 | 1 | -1 | 0 | 4 | -2
UHRF1 MBD2 ctr | -1 | -4 | 1 | -2 | -1 | -1 | 0
HTRA1 inhibitor | 5 | 1 | 3 | 0 | -1 | -1 | 1
TCR-CD3 inh | -2 | -3 | 0 | 4 | 7 | 7 | 10
PG9 binder | 0.1 | 2.1 | 1.9 | -2.2 | -1.6 | -0.9 | 0.9
LEDGF integ inh | -1 | -2 | -2 | -3 | -4 | 0 | 0
mABHD4 FP | 1 | -2 | 5 | 3 | 0 | -4 | 0
TDP2 absorb | 6 | -4 | 0 | 12 | -9 | 0 | 2
SIAE primary | 1 | -15 | 3 | 0 | 3 | 2 | 3

This part in full (from the top)
1. COc1ccccc1CNC(=O)c1cn(C)c(=O)c2cc(OC)c(OC)cc12
2. COc1ccccc1N1CCN(C(=O)c2cc(-c3ccco3)on2)CC1
3. CCOc1ccccc1NC(=O)C1CCCN(S(=O)(=O)c2ccc(-n3cnnn3)cc2)C1 (configuration not stated)
4. CN1CCN(C(=O)/C(=C/c2cccnc2)NC(=O)c2cccc(Br)c2)CC1
5. COc1cccc(CN2CCNC(=O)C2CC(=O)NCc2cc(C(C)C)no2)c1 (configuration not stated)
6. O=C(c1ccc(F)cc1)N1CCCCC(Sc2nnc3ccccn23)C1=O (configuration not stated)
7. CCOC(=O)c1nnn(-c2ccc([N+](=O)[O-])cc2)c1C
8. Cc1ccnc(NCc2cccc3ccccc23)c1
9. COC(=O)c1ccc(CN2C(=O)NC(c3ccccc3)(c3ccccc3)C2=O)o1
10. O=C(O)/C=C/C(=O)c1ccc2c(c1)CCc1ccccc1-2
compound no. | 1 | 2 | 3 | 4 | 5 | 6 | 7 | 8 | 9 | 10
Tn7 DDE FP | 9 | -5 | -5 | 7 | 4 | -1 | -1 | -1 | -6 | 6
PRMT1 FP inh | -2 | 4 | 1 | -1 | 0 | 4 | -2 | -2 | -6 | 56*
UHRF1 MBD2 ctr | -1 | -4 | 1 | -2 | -1 | -1 | 0 | 5 | 1 | 0
HTRA1 inhibitor | 5 | 1 | 3 | 0 | -1 | -1 | 1 | -10 | -15 | -15
TCR-CD3 inh | -2 | -3 | 0 | 4 | 7 | 7 | 10 | -5 | 1 | -1
PG9 binder | 0.1 | 2.1 | 1.9 | -2.2 | -1.6 | -0.9 | 0.9 | -2.7 | -3.1 | 0.3
LEDGF integ inh | -1 | -2 | -2 | -3 | -4 | 0 | 0 | 5 | -1 | 4
mABHD4 FP | 1 | -2 | 5 | 3 | 0 | -4 | 0 | 5 | -6 | -2
TDP2 absorb | 6 | -4 | 0 | 12 | -9 | 0 | 2 | -2 | -23 | -3
SIAE primary | 1 | -15 | 3 | 0 | 3 | 2 | 3 | 5 | -3 | -13

11. O=C(Nc1ccc(NC(=O)c2ccccc2F)cc1)c1cccs1
12. COc1cc(C(=O)N/N=C/C2CC=CCC2)cc(OC)c1OC (configuration not stated)
13. CCCC(=O)Nc1nc(-c2ccccc2)ns1
14. COc1ccc(-c2csc3ncn(CC(=O)N4CCOCC4)c(=O)c23)cc1
15. COc1cccc(-c2cc(C(=O)Nc3c(C)n(C)n(-c4ccccc4)c3=O)no2)c1
16. CC(C)NC(=O)CC(=O)N/N=C/c1cccs1
17. CC(=O)N1CC2(C)CN(C(C)=O)CC(C)(C1)C2
18. CC(C)(C)C(=O)CCN1C(=O)C2(OCCO2)c2ccccc21
19. CC(C)c1cccc(-c2csc(C(O)c3ccc(F)cc3)n2)c1 (configuration not stated)
20. CN1C(=O)CS/C1=N\NC(=O)COc1cccc2cccnc12
compound no. | 11 | 12 | 13 | 14 | 15 | 16 | 17 | 18 | 19 | 20
Tn7 DDE FP | 0 | -1 | 3 | 1 | 12 | -4 | -7 | 7 | 4 | -3
PRMT1 FP inh | 3 | -1 | 0 | -2 | -2 | -2 | -1 | 1 | -3 | -1
UHRF1 MBD2 ctr | 1 | -1 | -4 | 7 | 0 | -5 | -2 | -1 | -1 | -2
HTRA1 inhibitor | -5 | 9 | -5 | -3 | -1 | -9 | 1 | -4 | . | 5
TCR-CD3 inh | -3 | 8 | -4 | -6 | -11 | -2 | 8 | 5 | 3 | 8
PG9 binder | 0.3 | -2.6 | -1.8 | -2.1 | -2.7 | -1.0 | -1.0 | -2.2 | 0.8 | -2.1
LEDGF integ inh | -9 | -3 | -2 | 0 | -1 | 3 | 1 | 0 | -2 | -1
mABHD4 FP | 7 | 4 | 4 | -5 | -2 | 1 | 4 | 0 | -31 | 3
TDP2 absorb | -1 | -1 | 7 | -3 | -13 | 9 | -3 | 12 | 6 | 5
SIAE primary | -6 | -4 | -4 | 4 | -2 | 6 | -8 | 1 | 0 | 9

21. O=C(COc1ccc(S(=O)(=O)N2CCOCC2)cc1)N1CCc2ccccc2C1
22. O=C(CN1C(=O)NC2(CCOc3ccccc32)C1=O)c1ccc(F)c(F)c1 (configuration not stated)
23. CC(=O)Nc1cccc(-c2ccnc3c2CC(C)(C(=O)NCc2cccc(Cl)c2)O3)c1 (configuration not stated)
24. COc1ccc(-c2nn(-c3ccccc3)cc2C(=O)Nc2cccc(C(=O)O)c2)cc1[N+](=O)[O-]
25. Cc1ccc(CC2S/C(=N/N=C/c3ccco3)NC2=O)cc1 (configuration not stated)
26. O=C(/C=C/c1ccco1)c1ccc(NC(=O)C23CC4CC(CC(C4)C2)C3)cc1
27. Cc1ccnc(NC(=O)c2cc([N+](=O)[O-])cc([N+](=O)[O-])c2)c1
28. N#Cc1c(NC(=O)C2CC=CCC2C(=O)O)sc2c1CCCCCC2 (configuration not stated)
29. O=C(NC1CCSc2ccccc21)c1ccccc1Cl (configuration not stated)
30. FC(F)(F)c1ccccc1NC(=S)NN=C1CCCCCC1
compound no. | 21 | 22 | 23 | 24 | 25 | 26 | 27 | 28 | 29 | 30
Tn7 DDE FP | -6 | -8 | 1 | 6 | 5 | 2 | -6 | 2 | -2 | 3
PRMT1 FP inh | 2 | -10 | -4 | 4 | 4 | 10 | -2 | 3 | 3 | 1
UHRF1 MBD2 ctr | 3 | -1 | -2 | 3 | 3 | 0 | -3 | 0 | -2 | -2
HTRA1 inhibitor | 1 | -11 | . | -29 | -1 | -47 | -6 | -1 | -6 | .
TCR-CD3 inh | 3 | 8 | 1 | -7 | -5 | 2 | -1 | 9 | -1 | -4
PG9 binder | -1.5 | -0.4 | 0.2 | -0.6 | 2.6 | 0.0 | -0.5 | 11* | -1.1 | 1.8
LEDGF integ inh | 1 | 1 | 6 | -1 | -2 | 2 | 5 | 5 | 1 | -2
mABHD4 FP | 0 | 2 | -3 | -19 | 9 | -2 | -6 | -7 | 2 | 10
TDP2 absorb | 11 | -20 | 1 | -6 | 14 | 4 | 5 | -2 | -15 | -2
SIAE primary | 1 | -6 | -3 | -53 | -6 | -2 | 3 | 6 | 1 | 3

31. Cc1ccc(NC(=O)c2ccc(OC(=S)N3CCOCC3)cc2)cc1
32. CCCOC(=S)N/C(=N\S(=O)(=O)c1ccccc1)c1ccccc1
33. COC(=O)C(/C=N/O)NC(=O)c1ccccc1 (configuration not stated)
34. O=C(NCC1CCCO1)C1C2C=CC3(CN(Cc4cccs4)C(=O)C13)O2 (configuration not stated)
35. O=C(O)c1cc(N=Nc2c(O)[nH]c3ccc([N+](=O)[O-])cc23)ccc1Cl
36. COCCNS(=O)(=O)c1ccc(SC)cc1
37. Cc1ccc(/C=N/NC(=O)CNC(=O)c2ccc(S(=O)(=O)N(C)C)cc2)cc1
38. COc1cc(Cl)ccc1OC1(C)CCN(Cc2cccc(OC)c2OC)C1 (configuration not stated)
39. CC(=O)N1c2ccc(S(=O)(=O)N(C)CC(=O)NC(C)c3ccccc3)cc2CC1C (configuration not stated)
40. NC(=O)c1ccsc1NC(=O)CN1C(=O)NC2(CCCC2)C1=O
compound no. | 31 | 32 | 33 | 34 | 35 | 36 | 37 | 38 | 39 | 40
Tn7 DDE FP | 6 | -1 | 0 | 5 | 5 | -4 | 9 | 0 | -3 | -4
PRMT1 FP inh | -1 | 0 | -1 | -1 | -3 | 3 | 2 | 0 | -2 | 10
UHRF1 MBD2 ctr | 1 | 8 | 14 | 2 | -1 | 1 | 4 | -1 | 4 | 2
HTRA1 inhibitor | -7 | 5 | 3 | 4 | 0 | 0 | 1 | . | -4 | 6
TCR-CD3 inh | 4 | 3 | 3 | -3 | 2 | -1 | -5 | 0 | -8 | 4
PG9 binder | -0.4 | -3.5 | -2.2 | -0.1 | -4.7 | -0.1 | -1.9 | -0.6 | -1.7 | -0.6
LEDGF integ inh | 1 | 0 | 3 | -3 | 0 | 1 | -6 | 1 | 0 | -6
mABHD4 FP | -6 | 2 | 7 | 3 | 15 | 0 | 0 | 5 | 9 | -10
TDP2 absorb | -6 | 6 | 4 | 5 | -7 | -5 | 2 | 0 | 14 | -6
SIAE primary | -2 | -1 | 5 | 6 | 2 | -5 | -1 | 7 | -6 | -5

41. CCc1nc2c(OCC(=O)c3ccc(F)cc3)cccn2c1N(C)C(=O)c1cccs1
42. O=C(NCCS(=O)(=O)N1CCN(c2ccccc2F)CC1)c1cccs1
43. COc1cc(/C=N/NC(=O)c2cccc([N+](=O)[O-])c2)ccc1OCc1ccc(C)cc1
44. COc1ccccc1NC(=O)CN1C(=O)NC2(CCCc3ccccc32)C1=O (configuration not stated)
compound no. | 41 | 42 | 43 | 44
Tn7 DDE FP | 4 | 9 | 3 | 0
PRMT1 FP inh | 2 | 1 | -1 | 2
UHRF1 MBD2 ctr | -2 | 1 | -2 | -3
HTRA1 inhibitor | . | -2 | -5 | 6
TCR-CD3 inh | 3 | -2 | -3 | -3
PG9 binder | 0.6 | 0.3 | 1.1 | -0.6
LEDGF integ inh | -1 | -1 | 0 | -1
mABHD4 FP | -1 | 7 | -5 | 3
TDP2 absorb | -5 | -10 | 0 | 11
SIAE primary | 7 | -5 | -2 | 5

Hits appear at their usual frequency. Share with any hit: about 4.2%.
